# 5HT1E antag = antagonists of human 5-HT1E serotonin receptor; CHO 5-HT1E Ga15 NFAT-bla reporter, FRET, antagonist; P28566; inhibition, % at 6 µM; 65,000 compounds, 0.99% hits;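 active = inhibition above a set limit, the mean inhibition across every tested compound plus 3 SD, cut at about 29% in these data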;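 also: signal is the 460 over 535 nm emission ratio of beta-lactamase substrate; 0% = agonist plus DMSO wells and 100% = wells without agonist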
# 5-HT1A blocker = 5-HT1a (human) receptor antagonism | P08908 | CHO 5-HT1a Ga15 NFAT-bla reporter, antagonist mode | inhibition, % at 10 µM | 62,000 compounds, 0.68% hits;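 active = inhibition above the mean of all tested compounds plus 3 SD, cut at about 43% in these data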;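 also: receptor stimulated by 5-CT agonist at 100 nM near EC80; beta-lactamase reporter measured by ratiometric fluorescence of a cleavable substrate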
# Target sequence (P08908 whole entry, looked up): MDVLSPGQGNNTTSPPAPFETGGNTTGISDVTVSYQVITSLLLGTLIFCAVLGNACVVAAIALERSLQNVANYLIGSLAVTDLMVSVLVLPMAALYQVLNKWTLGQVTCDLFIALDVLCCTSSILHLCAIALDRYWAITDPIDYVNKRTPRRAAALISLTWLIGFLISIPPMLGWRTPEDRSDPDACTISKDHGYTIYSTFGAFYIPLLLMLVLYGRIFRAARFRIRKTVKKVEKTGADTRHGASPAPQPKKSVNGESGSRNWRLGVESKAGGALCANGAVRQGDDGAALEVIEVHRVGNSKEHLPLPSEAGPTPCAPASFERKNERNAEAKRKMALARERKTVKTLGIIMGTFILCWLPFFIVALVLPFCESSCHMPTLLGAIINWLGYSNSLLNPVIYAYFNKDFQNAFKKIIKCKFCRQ
# NADH coupling = blocks coupling enzymes of NAD/NADH assays; coupled PK/LDH NADH assays, four targets; 65,000 compounds, 0.02% hits; IC50, µM (highest dose often 10 µM), for the others: top-dose inhibition;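 active = single-dose screening hits from any of four coupled enzyme assays that gave an IC50 when retested across doses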;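 also: the DPM-DC format reads NADH fluorescence rather than 340 nm absorbance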
# RORA act = activates the human nuclear receptor RORA. P35398. CHO-K1 Gal4-RORA LBD luciferase reporter, luminescence; percent increase over mock-subtracted basal signal. activation, % at 10 µM. 65,000 compounds, 1.5% hits. AID 560;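 active = activation above the mean of all tested compounds plus 3 SD, cut at about 49% in these data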;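 also: 0% = DMSO-treated RORA cells and 100% = added signal equal to DMSO minus mock-transfected cells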
# Target sequence (P35398 whole entry, looked up, the tested form may be a part): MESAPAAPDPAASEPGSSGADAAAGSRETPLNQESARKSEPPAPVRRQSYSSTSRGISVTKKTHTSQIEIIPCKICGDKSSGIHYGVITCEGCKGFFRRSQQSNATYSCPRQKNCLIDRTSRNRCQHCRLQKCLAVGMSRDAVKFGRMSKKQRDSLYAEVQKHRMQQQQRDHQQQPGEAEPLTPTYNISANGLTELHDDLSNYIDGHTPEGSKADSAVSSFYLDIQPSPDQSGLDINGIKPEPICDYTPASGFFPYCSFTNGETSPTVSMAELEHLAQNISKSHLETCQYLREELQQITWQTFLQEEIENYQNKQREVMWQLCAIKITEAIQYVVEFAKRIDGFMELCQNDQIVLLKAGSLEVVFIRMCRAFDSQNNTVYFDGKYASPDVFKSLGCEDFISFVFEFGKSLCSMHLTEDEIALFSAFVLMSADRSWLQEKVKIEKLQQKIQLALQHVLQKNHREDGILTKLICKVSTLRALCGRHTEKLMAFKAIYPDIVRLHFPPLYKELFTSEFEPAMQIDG
# HTR1A agonist = 5-HT1a (human) receptor agonism | P08908 | 65,000 compounds, 0.56% hits | activation, % at 10 µM | AID 567 | CHO 5-HT1a Ga15 NFAT-bla reporter, FRET ratio; 0% basal, 100% maximal reference agonist;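 active = activation above the screen-wide mean activation plus 3 SD, cut at about 19% in these data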;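 also: 0% = DMSO wells and 100% = 5-CT at EC100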
# MMP13 inh = MMP13 (human) collagenase inhibition. P45452. MMP-13 fTHP FRET cleavage, Mca fluorescence. inhibition, % at 4 µM. 65,000 compounds, 0.07% hits. AID 570;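 active = inhibition above the mean of compound-free control plate wells plus 3 SD, cut at about 14% in these data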;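 also: 0% = DMSO wells and 100% = wells with reference MMP-13 inhibitor after basal subtraction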
# tolC growth inh = E. coli tolC mutant growth inhibition | E. coli BW25113 tolC mutant growth, OD615 | growth inhibition, % at 10 µM (by protocol) | 65,000 compounds, 2.2% hits | AID 573;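 active = growth inhibition at or above a cutoff equal to the mean over every tested compound plus 3 SD, cut at about 60% in these data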;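 also: growth measured after 20 h incubation at 37 °C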
#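 Test system – E. coli BW25113 ΔtolC::kan, tolC deletion mutant strain · Detection – OD at 615 nm · Buffer or medium – LB with kanamycin 50 µg/mL · Times – 20 h compound exposure of bacteria at 37 °C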
# SF-1 act = activators of human nuclear receptor SF-1 | Q13285 | AID 522 | CHO-K1 Gal4-SF-1 LBD luciferase reporter; % increase over DMSO SF-1-specific signal | 65,000 compounds, 1.9% hits | activation, % at 10 µM;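 active = activation above the mean activation of all tested compounds plus 3 SD, cut at about 50% in these data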
#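 Assay system: CHO-K1 cells co-transfected with Gal4 DBD–human SF-1 LBD, 5xGal4 luciferase reporter; doses: 10 µM only; incubation: 20 h compound exposure at 37 °C after 1 h cell settling; signal: luciferase light emission; evaluation: percent activation versus DMSO; repeats: one test per compound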
# 5HT1E ag = 5-HT1E (human) receptor agonism; CHO 5-HT1E Ga15 NFAT-bla reporter, FRET; 0% DMSO wells, 100% control agonist wells; 65,000 compounds, 0.69% hits; activation, % at 6 µM; P28566;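 active = activation above a set limit, the screen-wide mean activation plus 3 SD, cut at about 8.5% in these data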;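 also: 100% = positive control agonist at 1 µM giving full maximal response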
# Active calls of the source: *; . = not tested or not shown.
1: COc1cc(C(=O)NCCc2ccc(S(N)(=O)=O)cc2)cc(OC)c1OC
2: O=C(Nc1ccon1)c1ccc2c(c1)OCO2
3: O=C(Nc1nc(-c2ccncc2)cs1)c1ccc(S(=O)(=O)N2CCOCC2)cc1
4: COc1ccc(C(=O)NCC2OCCc3ccccc32)c(O)c1 (centres undefined)
5: CC(C)CC(C(=O)Nc1ccc2c(c1)OCCO2)N1C(=O)c2ccccc2C1=O (centres undefined)
6: CN(C)c1ccc(NC(=O)Nc2ccc3snnc3c2)cc1
7: O=S(=O)(Nc1nc2ccccc2nc1N1CCN(c2ccccn2)CC1)c1ccc(Cl)cc1
8: COc1cccc(C2NC(=O)NC(C)=C2C(=O)Nc2ccc(C)cc2)c1OC (centres undefined)
assay / entry,1,2,3,4,5,6,7,8
5HT1E antag,-10,1,-4,-4,1,-3,8,-6
5-HT1A blocker,1,-4,12,-7,-8,4,10,-9
NADH coupling,7%,2%,9%,13%,4%,8%,10%,1%
RORA act,11,-4,-9,-10,-11,56*,-3,-31
HTR1A agonist,-0.5,0.1,-0.5,-2.3,-2.4,-1.9,-1.6,0.2
MMP13 inh,2,-4,-7,-9,-1,7,1,5
tolC growth inh,-9,-16,-7,9,-25,-17,83*,4
SF-1 act,-6,11,11,4,2,48,-12,-12
5HT1E ag,-0.1,-0.9,0.8,0.0,0.8,-0.2,-1.8,-0.8

9: COc1ccc(Cl)cc1N1C(=O)[C@@H]2C(c3cccc(OC)c3OC)=NO[C@@H]2C1=O
10: CCC(C)(C)n1nnnc1C(c1cc2cc(OC)c(OC)cc2[nH]c1=O)N1CCc2ccccc21 (centres undefined)
11: CCC(c1nnnn1CCC(C)C)N1CCC(C(N)=O)CC1 (centres undefined)
12: CCn1cc(C(=O)N2CCOCC2)c(=O)c2cc(S(=O)(=O)N(C)C3CCCCC3)ccc21
13: O=C(O)CCCC(=O)Nc1ccc(C(=O)NCc2cccnc2)cc1
14: O=C(CS(=O)(=O)c1cn(Cc2cccc(F)c2)c2ccccc12)N1CCCCC1
15: CCSc1oc(-c2ccco2)nc1S(=O)(=O)c1ccc(F)cc1
16: CCOC(=O)c1sc2nc3c(cc2c1N)COC(C)(C)C3
assay / entry,9,10,11,12,13,14,15,16
5HT1E antag,-10,-4,13,-5,-2,-4,-2,3
5-HT1A blocker,-13,5,7,-3,-9,1,11,19
NADH coupling,9%,8%,5%,5%,0%,1%,0%,5%
RORA act,-4,-9,-15,18,-17,15,-20,39
HTR1A agonist,-3.7,-1.0,0.2,-0.4,-1.0,0.6,-1.2,1.1
MMP13 inh,5,-1,0,-2,3,4,3,-15
tolC growth inh,-12,54,-5,-1,-11,-4,39,9
SF-1 act,2,12,-6,-9,7,6,-14,53*
5HT1E ag,0.4,0.1,-0.9,0.8,0.6,-0.3,0.9,-0.7

# Grouped by structure: the compounds so far with two or more sulfur atoms.
3: O=C(Nc1nc(-c2ccncc2)cs1)c1ccc(S(=O)(=O)N2CCOCC2)cc1
15: CCSc1oc(-c2ccco2)nc1S(=O)(=O)c1ccc(F)cc1
assay / entry,3,15
5HT1E antag,-4,-2
5-HT1A blocker,12,11
NADH coupling,9%,0%
RORA act,-9,-20
HTR1A agonist,-0.5,-1.2
MMP13 inh,-7,3
tolC growth inh,-7,39
SF-1 act,11,-14
5HT1E ag,0.8,0.9

# Carrying on:
17: CCCc1[nH]nc2c1C(c1ccc(OC)c(Cn3nc(C)c(Br)c3C)c1)C(C#N)=C(N)O2 (centres undefined)
18: O=C1C2C3C=CC(C3)C2C(=O)N1c1cccc2cccnc12 (centres undefined)
19: O=S(=O)(NC1CCc2ccccc21)c1ccc(S(=O)(=O)N2CCCC2)cc1 (centres undefined)
20: COC(=O)Cc1c(C)nc2nc(-c3ccc(OC)cc3)[nH]n2c1=O
21: CC(=O)Nc1ccc(-c2nc3c(C)cccc3[nH]2)cc1
22: CS(=O)(=O)N(CCc1ccccc1)CC(=O)N1CCc2ccccc2C1
23: O=C(NCC1CCCO1)c1ccc(Cl)c(F)c1F (centres undefined)
24: CCCc1cc(-c2n[nH]c(C)c2-c2ccc(C(=O)OCC)o2)c(O)cc1O
assay / entry,17,18,19,20,21,22,23,24
5HT1E antag,-3,-8,27,-11,5,-1,2,0
5-HT1A blocker,10,2,13,-14,10,-9,1,29
NADH coupling,6%,5%,2%,5%,10%,3%,0%,6%
RORA act,-27,-27,-7,6,-4,-13,19,-11
HTR1A agonist,-0.3,-1.5,-5.6,1.0,-1.9,-0.6,-2.2,0.1
MMP13 inh,-76,-2,6,-22,-34,1,1,-14
tolC growth inh,0,-12,8,-28,-4,7,-7,31
SF-1 act,-15,13,28,-5,99*,13,8,11
5HT1E ag,-0.7,-0.5,-1.4,2.3,-0.3,0.3,-0.5,-0.3

# An excerpt of these results, as tab-separated lines:
cpd	structure	5HT1E antag	5-HT1A blocker	NADH coupling	RORA act	HTR1A agonist	MMP13 inh	tolC growth inh	SF-1 act	5HT1E ag
18	O=C1C2C3C=CC(C3)C2C(=O)N1c1cccc2cccnc12 (centres undefined)	-8	2	5%	-27	-1.5	-2	-12	13	-0.5
19	O=S(=O)(NC1CCc2ccccc21)c1ccc(S(=O)(=O)N2CCCC2)cc1 (centres undefined)	27	13	2%	-7	-5.6	6	8	28	-1.4
20	COC(=O)Cc1c(C)nc2nc(-c3ccc(OC)cc3)[nH]n2c1=O	-11	-14	5%	6	1.0	-22	-28	-5	2.3
21	CC(=O)Nc1ccc(-c2nc3c(C)cccc3[nH]2)cc1	5	10	10%	-4	-1.9	-34	-4	99*	-0.3

# SF-1 act: entries above that show a hit.
no.	Molecule	5HT1E antag	5-HT1A blocker	NADH coupling	HTR1A agonist	MMP13 inh	SF-1 act	5HT1E ag
16	CCOC(=O)c1sc2nc3c(cc2c1N)COC(C)(C)C3	3	19	5%	1.1	-15	53*	-0.7
21	CC(=O)Nc1ccc(-c2nc3c(C)cccc3[nH]2)cc1	5	10	10%	-1.9	-34	99*	-0.3

# Continuation:
25: c1ccc(Nc2nc(-c3cccs3)cs2)nc1
26: COc1cccc(C2CC(c3ccc(C)cc3)n3nc(N)nc3N2)c1 (centres undefined)
27: CC1CCN(C(=O)Cn2cc3c(n2)CCCC3)CC1
28: O=C(NCCC1=CCCCC1)C1CCCN(c2nc3ccccc3o2)C1 (centres undefined)
29: O=C(NC1CCS(=O)(=O)C1)OC1CCCCC1 (centres undefined)
30: C=CCn1cnc2c(c1=O)c1nc3ccccc3nc1n2-c1ccc(Cl)cc1
31: c1cn(CCCNc2ncnc3nc[nH]c23)cn1
32: Cn1c(=O)c2c(nc(CN3CCN(C(=O)c4ccco4)CC3)n2Cc2ccccc2)n(C)c1=O
assay / entry,25,26,27,28,29,30,31,32
5HT1E antag,-10,-5,4,-13,5,-1,-8,0
5-HT1A blocker,24,-4,8,18,-12,.,-6,-11
NADH coupling,3%,5%,5%,8%,3%,5%,2%,12%
RORA act,4,-2,18,-5,-18,-8,-1,8
HTR1A agonist,-0.3,-1.6,-1.6,1.6,-1.2,0.8,-1.7,0.2
MMP13 inh,3,0,4,-2,1,-2,-8,-13
tolC growth inh,100*,18,-18,24,.,0,-21,-4
SF-1 act,49,14,12,2,-8,-14,1,2
5HT1E ag,0.0,0.5,0.1,0.8,-0.6,0.1,1.2,0.1

33: CN(C)c1ccc(C(C(=O)NC(C)(C)C)N(C(=O)c2csnn2)C2CC2)cc1 (centres undefined)
34: Cc1ccc(C)c(Cn2cnc3c(cnn3C(C)(C)C)c2=O)c1
35: Cc1cc(SCC(N)=O)nc(SCC(=O)c2ccccc2)n1
36: CC(C)c1ccc(CNc2ccc(N3CCOCC3)cc2)cc1
37: COc1ccc(-c2cc3nc(C)c(CCC(=O)N4CCCCC4)c(C)n3n2)c(OC)c1
38: CC(=O)OCCOc1nc(N(C)C)nc(N(C)C)n1
39: CCn1c(SCCC#N)nnc1-c1ccncc1
40: Cc1ccc(NC(=O)CCn2c(=O)oc3ccccc32)cc1
assay / entry,33,34,35,36,37,38,39,40
5HT1E antag,3,8,1,-15,-11,9,-3,2
5-HT1A blocker,0,32,1,-5,-6,-18,-7,-14
NADH coupling,5%,2%,2%,2%,21%,9%,5%,4%
RORA act,0,-2,-12,14,1,14,8,-21
HTR1A agonist,3.3,-1.1,-1.6,-3.4,-4.4,-1.5,-1.6,-1.0
MMP13 inh,4,3,-5,-2,-5,7,0,-6
tolC growth inh,31,16,-11,10,-11,-11,-16,-13
SF-1 act,-8,-8,-6,0,-8,5,1,7
5HT1E ag,0.6,-0.7,0.7,0.2,-1.0,0.2,0.3,0.2

41: COc1ccc(-c2noc(Cc3cccs3)n2)cc1
42: CCc1cc(C(=O)COc2ccccc2F)c(O)cc1O
43: CCOC(=O)NC1(NC2CCCCC2)Oc2ccccc2O1
44: CC1(C(=O)CSc2n[nH]c(-c3ccccc3Cl)n2)CCC(=O)O1 (centres undefined)
45: Cc1c(NC(=O)CSc2nc3c(cnn3-c3ccccc3)c(=O)[nH]2)c(=O)n(-c2ccccc2)n1C
46: CC(C)C(c1nnnn1Cc1ccco1)N1CCN(c2nc3ccccc3s2)CC1 (centres undefined)
47: O=C(NCc1cccnc1)C1CCN(S(=O)(=O)c2cccnc2)CC1
48: CCN(CC)CCNC(=O)Cn1nc(Cc2cccnc2)c2ccccc2c1=O
assay / entry,41,42,43,44,45,46,47,48
5HT1E antag,10,-1,-9,0,-2,1,-3,0
5-HT1A blocker,9,0,0,.,-1,10,-12,11
NADH coupling,5%,4%,7%,1%,6%,5%,2%,8%
RORA act,57*,-14,-15,11,-7,2,23,15
HTR1A agonist,-2.2,-3.5,1.2,0.2,-2.9,-2.4,0.1,-1.1
MMP13 inh,-2,1,-1,3,-2,1,-2,-1
tolC growth inh,11,100*,1,9,-6,16,-15,-11
SF-1 act,42,-17,5,-1,-6,33,-10,5
5HT1E ag,-0.7,-1.1,-0.5,-1.0,-0.6,-0.5,-0.7,-0.1

49: Nc1ccc(N2CCCCCC2)cc1
50: COc1ccccc1-c1ccc(Nc2cccc(C(C)=O)c2)nn1
51: CCOC(=O)c1cc2c(=O)n3cccc(C)c3nc2n(Cc2ccccc2Cl)c1=N
52: O=C(CN1C(=O)COc2ccccc21)N(Cc1ccc2c(c1)OCO2)CC1CCCO1 (centres undefined)
53: O=P(O)(CCc1ccccn1)CN1CCOCC1
54: CNS(=O)(=O)c1cc(OC)ccc1OC
55: CSc1nnc2c(n1)OC(C1CC=C(C)CC1)Nc1ccccc1-2 (centres undefined)
56: O=C(Cc1cc(=O)[nH]c(=O)[nH]1)NCC1CCCO1 (centres undefined)
assay / entry,49,50,51,52,53,54,55,56
5HT1E antag,-1,-1,14,3,-2,-5,-2,-1
5-HT1A blocker,10,11,0,-15,-6,4,6,2
NADH coupling,12%,2%,7%,4%,2%,2%,3%,5%
RORA act,-14,34,0,6,4,-1,-6,8
HTR1A agonist,0.8,-0.8,0.8,1.2,1.8,1.6,-2.5,-2.2
MMP13 inh,2,2,-72,-3,7,-3,0,-2
tolC growth inh,7,8,-9,-6,8,2,-3,-10
SF-1 act,5,10,17,8,7,23,11,2
5HT1E ag,-1.6,-0.7,-0.2,0.1,0.0,-0.5,0.1,0.7

# Screening data as filed in PubChem.

# Compounds as they come. About 7.2% of those tested had a hit in this group.
